Bcl-B TR3 displacers – displacers of TR3 peptide from Bcl-B, primary screen, selectivity assay for Bfl-1 inhibitor project, biochemical, fluorescence polarization. Bcl-2-like protein 10 (Homo sapiens). FP displacement of FITC-TR3 peptide from Bcl-B; higher % means a stronger effect. AID 748, 2007. hit rate 0.11% among 96,000. displacement, % at 20 µM, or IC50 in µM where a hit was titrated;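 active = displacement above 50% at 20 µM plus a fluorescence interference ratio under 1.5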;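 note: plate controls were wells without compound for no effect and wells lacking Bcl-B protein for full effect; a part of the inactive calls stands beside numbers as strong as those of hits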
NFkB transloc inh – inhibitors of IL-1B driven NFkB p65 nuclear import, primary screen, imaging, HUVEC, IL-1B stimulus, high-content imaging | HUVEC IL-1B NFkB p65 nuclear translocation imaging | AID 796, 2007 | inhibition, % at 2 µM | hit rate 0.43% among 94,000;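 active = inhibition above about 30% together with a positive call from visual inspection of the well image, limit read from the data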;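 note: nuclear over cytoplasmic p65 intensity ratio measured by imaging; 0% = IL-1B stimulated DMSO wells and 100% = unstimulated DMSO wells; values of inactives mirror those of a sister screen read the other way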
IL1B NFkB pot – enhancers of NFkB p65 translocation in HUVEC – imaging, IL-1B stimulus, high-content imaging, primary screen. activation, % at 2 µM. hit rate 0.3% among 94,000. HUVEC IL-1B NFkB p65 nuclear translocation imaging;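 active = activation above 40%, about the mean plus 3 SD, also judged a hit on visual image review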;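 note: percent activation is computed from the nuclear over cytoplasmic p65 intensity ratio; values of inactives mirror those of a sister screen read the other way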
MRP resist rev – reversal of MRP1-mediated doxorubicin resistance, primary screen, H69AR cells, doxorubicin co-treatment. H69AR cells + 2 uM doxorubicin, CellTiter-Glo, 72 h. hit rate 0.04% among 85,000. differential viability (reversal), % at 10 µM;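 active = viability drop by adding the cancer drug above about 55%, with treated viability meeting a 40% cutoff, limit read from the data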;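 note: viability without doxorubicin minus viability with 2 µM doxorubicin for each compound; larger differential means the compound sensitizes cells more to doxorubicin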
PLAP inhibitors HTS – PLAP enzyme inhibitors, biochemical, luminescence, HTS (AID 690); Alkaline phosphatase, placental type (Homo sapiens); one-dose inhibition, % at 20 µM; IC50 in µM for titrated hits; purified PLAP, luminescent substrate; higher % means a stronger effect; hit rate 0.08% among 96,000; in the data active = a potency from the dose series; inactive = the rest, 99 in 100 with inhibition below about 30%; note: strong numbers were not always called active
MRP resist rev cytotoxicity – second read-out of MRP resist rev, no call of its own (marks repeat the call); viability, %; H69AR cells, CellTiter-Glo, 72 h; measured here: cytotoxicity without doxorubicin
MRP resist rev with doxorubicin – recorded beside MRP resist rev, whose call it bears; viability, %; measured here: viability with 2 uM doxorubicin; stronger effect = lower value
NFkB transloc inh cell count 2 µM – recorded beside NFkB transloc inh, whose call it bears; cell count; measured here: cells passing quality filter;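 raw number of nuclei counted in each imaged well without normalization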
IL1B NFkB pot cell count 2 µM – also measured in IL1B NFkB pot; calls as there; cell count; measured here: cells passing quality filter
* marks the source's active call; other numbers are inactive results.

Screening CCOC(=O)CNC(=O)c1sc2ncnc(N3CCc4ccccc4C3)c2c1C returned Bcl-B TR3 displacers 11%, NFkB transloc inh -7, IL1B NFkB pot 7, MRP resist rev -41, PLAP inhibitors HTS -93%, MRP resist rev cytotoxicity 47, MRP resist rev with doxorubicin 88, NFkB transloc inh cell count 2 µM 231 and IL1B NFkB pot cell count 2 µM 231.
`O=C(COc1ccc(Br)cc1)Nc1ccc(-c2nnc(-c3ccco3)o2)cc1` gave Bcl-B TR3 displacers -4%, NFkB transloc inh -6, IL1B NFkB pot 6, MRP resist rev 5, PLAP inhibitors HTS -7%, MRP resist rev cytotoxicity 99, MRP resist rev with doxorubicin 94, NFkB transloc inh cell count 2 µM 156 and IL1B NFkB pot cell count 2 µM 156.
`O=C(CSc1nnc(-c2cccnc2)n1CCc1ccccc1)N1CCCCC1` gave Bcl-B TR3 displacers 8%, NFkB transloc inh -11, IL1B NFkB pot 11, MRP resist rev 6, PLAP inhibitors HTS -30%, MRP resist rev cytotoxicity 91, MRP resist rev with doxorubicin 85, NFkB transloc inh cell count 2 µM 85 and IL1B NFkB pot cell count 2 µM 85.
`COc1ccc(/C=C/C(=O)c2ccc3c(c2)OCCO3)cc1[N+](=O)[O-]` gave Bcl-B TR3 displacers 0%, NFkB transloc inh 1, IL1B NFkB pot -1, PLAP inhibitors HTS 7%, NFkB transloc inh cell count 2 µM 75 and IL1B NFkB pot cell count 2 µM 75.
CCCCCn1c(CN2CCN(c3cccc(Cl)c3)CC2)nc2c1c(=O)n(C)c(=O)n2C was read as Bcl-B TR3 displacers -4%, NFkB transloc inh -10, IL1B NFkB pot 10, MRP resist rev 25, PLAP inhibitors HTS -36%, MRP resist rev cytotoxicity 76, MRP resist rev with doxorubicin 51, NFkB transloc inh cell count 2 µM 126 and IL1B NFkB pot cell count 2 µM 126.
Screening Nc1nnc(-c2ccccc2)s1 returned Bcl-B TR3 displacers -3%, NFkB transloc inh -20, IL1B NFkB pot 20, MRP resist rev 4, PLAP inhibitors HTS 21%, MRP resist rev cytotoxicity 99, MRP resist rev with doxorubicin 95, NFkB transloc inh cell count 2 µM 168 and IL1B NFkB pot cell count 2 µM 168.
`Cn1c(SCC(=O)NCc2cccs2)nnc1-c1ccncc1` gave Bcl-B TR3 displacers 2%, NFkB transloc inh -20, IL1B NFkB pot 21, MRP resist rev -3, PLAP inhibitors HTS 18%, MRP resist rev cytotoxicity 79, MRP resist rev with doxorubicin 82, NFkB transloc inh cell count 2 µM 216 and IL1B NFkB pot cell count 2 µM 216.
CN(C)c1nc(N)nc(CSc2nc3cc(Cl)ccc3o2)n1 was read as Bcl-B TR3 displacers -33%, NFkB transloc inh 0, IL1B NFkB pot 0, MRP resist rev -8, PLAP inhibitors HTS -13%, MRP resist rev cytotoxicity 83, MRP resist rev with doxorubicin 91, NFkB transloc inh cell count 2 µM 99 and IL1B NFkB pot cell count 2 µM 99.
`CCn1c(=O)c(C(=O)CN2CC(C)OC(C)C2)c(N)n(Cc2ccccc2)c1=O` (stereo unspecified) gave Bcl-B TR3 displacers -4%, NFkB transloc inh -4, IL1B NFkB pot 4, MRP resist rev 6, PLAP inhibitors HTS -35%, MRP resist rev cytotoxicity 98, MRP resist rev with doxorubicin 92, NFkB transloc inh cell count 2 µM 188 and IL1B NFkB pot cell count 2 µM 188.
Screening CN(c1ccccc1)C(c1ccc(F)cc1)c1nnnn1CC1CCCO1 (stereo unspecified) returned Bcl-B TR3 displacers -4%, NFkB transloc inh -9, IL1B NFkB pot 9, MRP resist rev 3, PLAP inhibitors HTS -6%, MRP resist rev cytotoxicity 84, MRP resist rev with doxorubicin 82, NFkB transloc inh cell count 2 µM 163 and IL1B NFkB pot cell count 2 µM 163.
For CC1=C(NCCc2ccccc2)CCC1=O the results were Bcl-B TR3 displacers 6%, NFkB transloc inh -19, IL1B NFkB pot 19, MRP resist rev 18, PLAP inhibitors HTS 44%, MRP resist rev cytotoxicity 101, MRP resist rev with doxorubicin 83, NFkB transloc inh cell count 2 µM 119 and IL1B NFkB pot cell count 2 µM 119.
CN1CC2CCCC3(C1)C(=O)NC1(CCCCC1)N=C23 (stereo unspecified) was read as Bcl-B TR3 displacers 4%, MRP resist rev 6, PLAP inhibitors HTS 4%, MRP resist rev cytotoxicity 106 and MRP resist rev with doxorubicin 100.
For COc1ccc(NC(=O)C2CCCNC2)cc1OCC(C)C (stereo unspecified) the results were Bcl-B TR3 displacers 0%, NFkB transloc inh 11, IL1B NFkB pot -11, MRP resist rev -5, PLAP inhibitors HTS -3%, MRP resist rev cytotoxicity 81, MRP resist rev with doxorubicin 86, NFkB transloc inh cell count 2 µM 75 and IL1B NFkB pot cell count 2 µM 75.
O=C(O)CSc1nnc(-c2ccccc2)o1 was read as Bcl-B TR3 displacers 14%, MRP resist rev 4, PLAP inhibitors HTS 13%, MRP resist rev cytotoxicity 107 and MRP resist rev with doxorubicin 103.
N#Cc1c2c(c(N3CCN(CCO)CC3)n3c1nc1ccccc13)CCCC2 was read as Bcl-B TR3 displacers -10%, MRP resist rev 0, PLAP inhibitors HTS -48%, MRP resist rev cytotoxicity 86 and MRP resist rev with doxorubicin 85.
For COc1ccc(C2C(Oc3ccccc3)C(=O)N2c2ccc(C)c(C)c2)cc1OC (stereo unspecified) the results were NFkB transloc inh -1, IL1B NFkB pot 1, NFkB transloc inh cell count 2 µM 94 and IL1B NFkB pot cell count 2 µM 94.
For COc1ccccc1/C=C/C(=O)N1CCOCC1 the results were Bcl-B TR3 displacers -8%, NFkB transloc inh 0, IL1B NFkB pot 0, MRP resist rev 6, PLAP inhibitors HTS 21%, MRP resist rev cytotoxicity 101, MRP resist rev with doxorubicin 94, NFkB transloc inh cell count 2 µM 183 and IL1B NFkB pot cell count 2 µM 183.
For Cc1cc(C)n2nc(C(=O)NC(C)(C)C)nc2n1 the results were Bcl-B TR3 displacers 6%, NFkB transloc inh 0, IL1B NFkB pot 0, PLAP inhibitors HTS 14%, NFkB transloc inh cell count 2 µM 180 and IL1B NFkB pot cell count 2 µM 180.
For COc1ccc(-c2cc(C(=O)OCC(=O)N(C)C)c3ccccc3n2)cc1 the results were Bcl-B TR3 displacers -3%, NFkB transloc inh -4, IL1B NFkB pot 4, MRP resist rev -8, PLAP inhibitors HTS -32%, MRP resist rev cytotoxicity 82, MRP resist rev with doxorubicin 91, NFkB transloc inh cell count 2 µM 103 and IL1B NFkB pot cell count 2 µM 103.
O=C(Cn1cc2c(n1)CCCCC2)NCCN1CCOCC1 was read as Bcl-B TR3 displacers -7%, MRP resist rev -22, PLAP inhibitors HTS -10%, MRP resist rev cytotoxicity 64 and MRP resist rev with doxorubicin 86.
CCOc1ccc2c(C)c(C)c(=O)oc2c1OCC was read as Bcl-B TR3 displacers -5%, NFkB transloc inh -3, IL1B NFkB pot 15, MRP resist rev 6, PLAP inhibitors HTS -18%, MRP resist rev cytotoxicity 99, MRP resist rev with doxorubicin 93, NFkB transloc inh cell count 2 µM 179 and IL1B NFkB pot cell count 2 µM 52.
Screening CCCn1c(=O)[nH]c(=O)c2c1nc(-c1ccccc1OC(F)F)n2CCOC returned Bcl-B TR3 displacers 0%, NFkB transloc inh -26, IL1B NFkB pot 26, MRP resist rev -2, PLAP inhibitors HTS -24%, MRP resist rev cytotoxicity 88, MRP resist rev with doxorubicin 89, NFkB transloc inh cell count 2 µM 86 and IL1B NFkB pot cell count 2 µM 86.
O=C(O)CC1SC(=Nc2cccc(O)c2)NC1=O (stereo unspecified) was read as Bcl-B TR3 displacers 0%, MRP resist rev 5, PLAP inhibitors HTS 0%, MRP resist rev cytotoxicity 99 and MRP resist rev with doxorubicin 93.
O=C1c2ccccc2-c2nc3ncnn3c(-c3ccccc3Cl)c21 was read as Bcl-B TR3 displacers 12%, NFkB transloc inh -4, IL1B NFkB pot 4, MRP resist rev -9, PLAP inhibitors HTS 1%, MRP resist rev cytotoxicity 71, MRP resist rev with doxorubicin 80, NFkB transloc inh cell count 2 µM 179 and IL1B NFkB pot cell count 2 µM 179.
For Cc1csc(Cn2c(CN(C)C)nc3ccccc3c2=O)n1 the results were Bcl-B TR3 displacers -1%, NFkB transloc inh 6, IL1B NFkB pot -6, MRP resist rev -24, PLAP inhibitors HTS -12%, MRP resist rev cytotoxicity 62, MRP resist rev with doxorubicin 86, NFkB transloc inh cell count 2 µM 131 and IL1B NFkB pot cell count 2 µM 131.
`COCCN(C(=O)c1ccccc1)c1nnc(-c2cccnc2)s1` gave Bcl-B TR3 displacers -6%, NFkB transloc inh 10, IL1B NFkB pot -10, MRP resist rev 7, PLAP inhibitors HTS -4%, MRP resist rev cytotoxicity 94, MRP resist rev with doxorubicin 87, NFkB transloc inh cell count 2 µM 144 and IL1B NFkB pot cell count 2 µM 144.
For C=CCc1cccc(/C=N/NC(=O)CNc2ccccc2)c1O the results were Bcl-B TR3 displacers -4%, NFkB transloc inh 20, IL1B NFkB pot -20, PLAP inhibitors HTS -8%, NFkB transloc inh cell count 2 µM 180 and IL1B NFkB pot cell count 2 µM 180.
Screening CS(=O)(=O)N(CC(=O)N1CCCCC1)c1sc2c(c1C#N)CCCC2 returned Bcl-B TR3 displacers 0%, NFkB transloc inh -7, IL1B NFkB pot 7, MRP resist rev 16, MRP resist rev cytotoxicity 94, MRP resist rev with doxorubicin 77, NFkB transloc inh cell count 2 µM 99 and IL1B NFkB pot cell count 2 µM 99.
Screening CC(C)NCCOCCSc1ccc(Cl)cc1 returned Bcl-B TR3 displacers -5%, NFkB transloc inh -2, IL1B NFkB pot 2, PLAP inhibitors HTS 10%, NFkB transloc inh cell count 2 µM 182 and IL1B NFkB pot cell count 2 µM 182.
Screening Cc1ccc(C)c(NC(=O)c2ccccn2)c1 returned Bcl-B TR3 displacers -4%, NFkB transloc inh -7, IL1B NFkB pot 7, PLAP inhibitors HTS -3%, NFkB transloc inh cell count 2 µM 131 and IL1B NFkB pot cell count 2 µM 131.

Continued; the last 2 above are carried over.
Screening CC(C)NCCOCCSc1ccc(Cl)cc1 returned Bcl-B TR3 displacers -5%, NFkB transloc inh -2, IL1B NFkB pot 2, PLAP inhibitors HTS 10%, NFkB transloc inh cell count 2 µM 182 and IL1B NFkB pot cell count 2 µM 182.
Screening Cc1ccc(C)c(NC(=O)c2ccccn2)c1 returned Bcl-B TR3 displacers -4%, NFkB transloc inh -7, IL1B NFkB pot 7, PLAP inhibitors HTS -3%, NFkB transloc inh cell count 2 µM 131 and IL1B NFkB pot cell count 2 µM 131.
For O=c1c2ccccc2nnn1CSc1nnc2ccccn12 the results were Bcl-B TR3 displacers -1%, NFkB transloc inh 0, IL1B NFkB pot 0, MRP resist rev 4, PLAP inhibitors HTS 20%, MRP resist rev cytotoxicity 89, MRP resist rev with doxorubicin 84, NFkB transloc inh cell count 2 µM 132 and IL1B NFkB pot cell count 2 µM 132.
Screening COC(=O)c1cccc(NC(=O)c2nn(C(C)C)c(=O)c3ccccc23)c1 returned Bcl-B TR3 displacers 0%, NFkB transloc inh 1, IL1B NFkB pot -1, PLAP inhibitors HTS 8%, NFkB transloc inh cell count 2 µM 104 and IL1B NFkB pot cell count 2 µM 104.
CCc1ccc(-n2c(CSc3nnnn3-c3ccccc3)nc3ccccc3c2=O)cc1 was read as Bcl-B TR3 displacers -2%, NFkB transloc inh -8, IL1B NFkB pot 8, MRP resist rev -10, PLAP inhibitors HTS 22%, MRP resist rev cytotoxicity 79, MRP resist rev with doxorubicin 89, NFkB transloc inh cell count 2 µM 194 and IL1B NFkB pot cell count 2 µM 194.
For COc1ccccc1NS(=O)(=O)c1cccc2cccnc12 the results were Bcl-B TR3 displacers -1%, MRP resist rev 12, PLAP inhibitors HTS 3%, MRP resist rev cytotoxicity 102 and MRP resist rev with doxorubicin 91.
Screening CC1(C(=O)O)CC(C)(C(=O)O)CC(C)(C(=O)O)C1 (stereo unspecified) returned Bcl-B TR3 displacers -3%, NFkB transloc inh -20, IL1B NFkB pot 20, MRP resist rev -7, PLAP inhibitors HTS -11%, MRP resist rev cytotoxicity 90, MRP resist rev with doxorubicin 98, NFkB transloc inh cell count 2 µM 123 and IL1B NFkB pot cell count 2 µM 123.

Screening results as filed in PubChem BioAssay.

Some of the compounds tested (hit frequency here may not be typical).
